Bioassay records as filed in PubChem BioAssay.
STAT1 blocker: STAT1 signaling inhibition; NIH 3T3 STAT1-luciferase reporter, IFN-gamma, luminescence; inhibition, % at 5.5 µM; 0.35% of 200,000 active; AID 920;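 active = inhibition above a set limit, the mean inhibition across all tested compounds plus 3 SD, cut at about 34% in these data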;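 also: 0% = IFN-gamma with DMSO and 100% = IFN-gamma with 300 µM nifuroxazide; values of inactives mirror those of a sister screen read the other way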
TNAP act hiacc: increases human TNAP activity under high phosphate acceptor concentration. purified TNAP, CDP-star luminescence, 1 M DEA, 30 min; stronger effect = higher value; 0 = EDTA background, 1 = DMSO-only activity. AID 1136. activation factor at 20 µM. P05186. 200,000 tested, under 10 active;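 active = activation factor at least 2 at 20 µM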
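Test system – human TNAP · Doses – 20 µM single point · Incubation – 30 min, room temperature · Signal – luminescent substrate turnover signal · Read-out basis – activation factor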
STAT3 inh: inhibitors of IL-6 induced STAT3 signaling | U3A cells, IL-6 STAT3-luciferase reporter, luminescence; host cell line lacks STAT1 | inhibition, % at 5.5 µM | 0.89% of 190,000 active;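 active = inhibition above the mean inhibition across all screened compounds plus 3 SD, cut at about 44% in these data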;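 also: 0% = DMSO only wells and 100% = 100 µM nifuroxazide control wells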
bIAP activator: intestinal alkaline phosphatase (bovine) activation; activation factor at 20 µM; purified bovine IAP, CDP-star luminescence, 30 min; stronger effect = higher value; fold of DMSO-control signal, blank-subtracted; 0.17% of 200,000 active; AID 1016;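 active = activation factor of 2 or more at 20 µM, a signal rise over negative controls twice the positive control's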
TR-FRET SRC-2 ct: flags TR-FRET format artefacts in PPARgamma SRC-2 recruitment agonist screen; TR-FRET artefact counter-screen; stronger effect = higher value; 0.4% of 200,000 active; AID 1049; TR-FRET ratio at 8 µM; in the data active = TR-FRET ratio above about 2000; also: inactives centre near 1500
PPARg SRC2 recr: promotes SRC-2 coactivator recruitment by human PPARgamma | activation, % at 8 µM | PPARgamma LBD-SRC-2 recruitment, biochemical | 0.34% of 200,000 active | P37231; in the data active = activation above about 22%;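 also: 0% = vehicle and 100% = reference agonist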
Target sequence (P37231 whole entry, looked up, the tested form may be a part): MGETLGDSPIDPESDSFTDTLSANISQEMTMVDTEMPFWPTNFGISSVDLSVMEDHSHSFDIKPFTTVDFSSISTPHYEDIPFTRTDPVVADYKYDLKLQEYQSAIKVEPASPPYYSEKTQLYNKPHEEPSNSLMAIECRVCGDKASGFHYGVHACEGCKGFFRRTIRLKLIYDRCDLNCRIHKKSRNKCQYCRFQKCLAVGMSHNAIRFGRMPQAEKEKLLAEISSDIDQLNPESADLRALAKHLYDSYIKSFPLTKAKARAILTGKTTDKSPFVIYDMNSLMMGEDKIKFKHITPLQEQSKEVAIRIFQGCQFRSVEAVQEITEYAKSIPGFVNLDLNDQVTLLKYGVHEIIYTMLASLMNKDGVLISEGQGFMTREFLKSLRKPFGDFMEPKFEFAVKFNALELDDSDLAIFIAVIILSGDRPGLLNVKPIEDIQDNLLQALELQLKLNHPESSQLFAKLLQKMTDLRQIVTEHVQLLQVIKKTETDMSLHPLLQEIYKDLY
PPARg SRC-3 ag: promotes SRC-3 coactivator recruitment by human PPARgamma; biochemical PPARgamma/SRC-3 coactivator recruitment assay; activation, % at 8 µM; 0.26% of 200,000 active; AID 731; in the data active = activation above about 23%;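 also: 0% = DMSO and 100% = reference agonist; some compounds past the cut are filed as inactive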
bIAP inhibitor: intestinal alkaline phosphatase (bovine) inhibition; purified bovine IAP, CDP-star luminescence, 30 min; inhibition, % at 20 µM; 190,000 tested, under 10 active; AID 1019;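 active = over 50% inhibition of intestinal alkaline phosphatase at 20 µM in the single-dose screen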
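System: purified bovine intestinal alkaline phosphatase (IAP) enzyme; Input: IAP diluted 1/65,000,000 in the well; Measured by: CDP-star luminescence signal; Compound dosing: 20 µM single dose; Incubation: 30 min reaction at room temperature.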
STAT3 act: STAT3 signaling activation; U3A cells, IL-6 STAT3-luciferase reporter, luminescence; 100% = signal with IL-6 EC80 alone; activation (% of control), % at 5.6 µM; 0.91% of 190,000 active; AID 871;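 active = activation above the screen-wide mean of compound activation plus 3 SD, cut at about 130% in these data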;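 also: 0% = background luminescence of wells with medium and substrate only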
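Test system: STAT3-luciferase reporter U3A cells; Detection: reporter luminescence signal; Times: 1 h compound pre-exposure, 6 h IL-6 stimulation, 37 °C; Benchmarks: IL-6-only high control; Also added: IL-6 stimulus at 33 ng/mL final.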
ROMK mod: human ROMK K+ channel modulation, primary screen. P48048. Tet-inducible ROMK, thallium flux fluorescence; actives lie on both sides. B-score at 10 µM. 2% of 130,000 active. AID 1918;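 active = signal ratio slope over the read window, or its plate-corrected B-score, at least 3 SD from the plate mean, either direction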;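 also: B-score of the F/F0 ratio slope over 7 to 12 s after thallium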
Target sequence (P48048 whole entry, looked up): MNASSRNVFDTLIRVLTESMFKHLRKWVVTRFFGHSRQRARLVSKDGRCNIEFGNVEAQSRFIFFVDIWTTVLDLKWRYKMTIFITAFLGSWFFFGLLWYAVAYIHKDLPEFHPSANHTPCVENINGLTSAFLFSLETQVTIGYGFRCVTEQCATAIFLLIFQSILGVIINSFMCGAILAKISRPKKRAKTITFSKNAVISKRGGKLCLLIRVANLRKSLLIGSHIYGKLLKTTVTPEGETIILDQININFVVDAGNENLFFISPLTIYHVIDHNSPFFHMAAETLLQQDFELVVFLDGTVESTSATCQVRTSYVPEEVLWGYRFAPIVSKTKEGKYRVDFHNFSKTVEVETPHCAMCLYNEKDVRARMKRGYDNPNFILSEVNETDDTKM
PPARg SRC1 recr: PPARgamma-driven SRC-1 recruitment agonism; PPARgamma-SRC-1 coactivator recruitment biochemical assay; 0.41% of 200,000 active; AID 631; P37231; activation, % at 8 µM; in the data active = activation above about 19%;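 also: 0% = DMSO and 100% = reference agonist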
The depositor's hits bear a star; / = no result given.

SMILES	STAT1 blocker	TNAP act hiacc	STAT3 inh	bIAP activator	TR-FRET SRC-2 ct	PPARg SRC2 recr	PPARg SRC-3 ag	bIAP inhibitor	STAT3 act	ROMK mod	PPARg SRC1 recr
S=C(NCc1ccc2c(c1)OCO2)NCc1ccco1	7	1	21	1	1390	-2	-3	2	88	-0.54	-1
COC(=O)c1c(NS(C)(=O)=O)sc2c1CCCC2	2	1.1	-1	1	1479	6	13	2	103	0.37	-6
CN=C(c1ccc(C)cc1)n1c(=S)nc(-c2ccc(C)cc2)n(C)c1=S	-9	1	-15	1.1	1631	-1	7	-6	114	2.2	6
O=C(NCc1ccccn1)c1cc(-c2ccc(Br)cc2)nc2ccccc12	2	1	-12	1	1662	9	8	-2	109	-0.41	5
Cc1[nH]c(=O)[nH]c(=O)c1S(=O)(=O)N(C)Cc1ccccc1	5	1	1	0.9	1595	-3	11	10	104	/	11
CCC(C)Sc1nc2c(c(=O)n1C)SC(C)C2 (centres undefined)	12	1	0	0.8	1770	6	10	19	100	/	7
CCNC(=S)N1CCCC(c2nc3ccc(C)cc3[nH]2)C1 (centres undefined)	-14	1	9	1	1558	-1	5	5	94	-0.36	4
CN(C(=O)CC1C(=O)NCCN1Cc1ccc(F)c(F)c1)C1CCOCC1 (centres undefined)	-9	1	3	1	1333	-3	2	0	99	-0.13	2
O=C1CC(c2ccccc2F)c2cc3c(cc2N1)CCC3 (centres undefined)	0	1	5	1	1392	-5	-3	3	100	/	-5
CCOc1cc(C)c(Cl)cc1S(=O)(=O)NC1CC(C)(C)NC(C)(C)C1	0	1	-14	1.1	1580	-2	0	-5	109	-3.7*	2
O=C(NC1CCCCC1)N1CCCC1	2	1	-1	1.1	1258	-5	-3	-8	104	/	-1
CCN(CC)c1ccc(NC(=O)CC2Oc3ccccc3NC2=O)c(C)c1 (centres undefined)	-2	1.1	-11	0.9	1400	4	0	6	117	/	9
CCCCC(=O)O[C@]1(C(=O)CO)CC[C@H]2[C@@H]3CCC4=CC(=O)CC[C@]4(C)[C@H]3[C@@H](O)C[C@@]21C	-21	1	-2	0.8	1637	1	5	16	103	/	11
CC1CCC(NC(=O)c2ccc(S(C)(=O)=O)cc2)CC1 (centres undefined)	-8	1	12	1	1510	8	-3	2	92	/	-7
COc1cc(/C=C(/C#N)c2nc3ccccc3[nH]2)ccc1OC(=O)c1ccco1	-11	0.8	8	0.6	1336	-7	2	37	96	/	-2
O=C1C(=Cc2cccn2-c2ccc(O)cc2)C(=O)c2ccccc21	-5	0.9	10	0.7	1493	0	14	29	99	/	19
Cc1cc2ncn(CCC(=O)NC(C)(C)C)c2cc1C	-6	1	3	1.1	1441	-6	-4	-11	99	1.4	2
O=C(COC(=O)c1cccnc1)Nc1ccc(F)cc1	8	1	-6	1	1524	-2	-3	4	105	/	0
CC(=O)c1ccc(C(=O)N(CCN(C)C)c2nc3c(Cl)cccc3s2)cc1	-6	1	12	1	1435	1	2	-3	99	-1	4
O=C(NC1CCCCC1)C(c1ccc(F)cc1)N(CCc1ccccc1)C(=O)CN1C(=O)c2ccccc2S1(=O)=O (centres undefined)	-13	1	-17	0.9	1423	-8	2	6	113	/	-2
N#Cc1cccc(OCC(=O)NC(=O)NCc2ccccc2)c1	-5	1	10	0.9	1583	-3	3	9	93	0.39	8
O=C(CC(c1ccc(F)cc1)c1ccco1)N1CCCC1 (centres undefined)	3	1	-2	1.1	1384	-4	2	-9	105	-0.4	-5
O=C(CN(C1CCCCC1)S(=O)(=O)c1ccc(F)cc1)Nc1ccc2c(c1)OCO2	3	1	-2	0.9	1586	6	-9	9	104	-3.3*	0
CCOc1ccc(CC(=O)C2C(=O)CCCC2=O)cc1OCC	1	1	-4	0.9	1534	5	10	9	106	-0.032	7
CN(C)c1ccc(C(=O)NC2(N3CCC3=O)CCCC2)cc1	3	1	-8	1	1476	-2	1	3	109	0.65	6

Results in STAT3 inh and STAT3 act (2 entries from above):
Structure | STAT3 inh | STAT3 act
CN=C(c1ccc(C)cc1)n1c(=S)nc(-c2ccc(C)cc2)n(C)c1=S | -15 | 114
CN(C(=O)CC1C(=O)NCCN1Cc1ccc(F)c(F)c1)C1CCOCC1 (centres undefined) | 3 | 99

Remaining list, next part.
SMILES	STAT1 blocker	TNAP act hiacc	STAT3 inh	bIAP activator	TR-FRET SRC-2 ct	PPARg SRC2 recr	PPARg SRC-3 ag	bIAP inhibitor	STAT3 act	ROMK mod	PPARg SRC1 recr
C=CCc1cccc(C=Nc2cccn3cc(-c4ccccc4)nc23)c1O	-35	1	-2	1	1674	3	3	-3	102	0.13	7
COc1ccc(N2CCC(CNC(=S)Nc3cccc(C)c3)C2)cc1 (centres undefined)	4	1.1	0	0.9	1691	-5	6	12	98	-2	10
COc1ccc(C(=O)NCc2c(CC(C)C)oc(C)c2C(=O)O)cc1	6	1	6	1	1569	6	9	-3	98	/	1
c1ccc(-c2n[nH]nc2-c2ccccc2)cc1	-1	1.1	-8	0.9	1596	4	1	13	111	/	3
CC(C(=O)O)N1C(=O)/C(=C/C=C/c2ccco2)SC1=S (centres undefined)	16	0.9	18	0.6	1688	6	14	41	93	/	10
CCc1ccccc1NC(=O)CSc1n[nH]c(C)c1[N+](=O)[O-]	-2	1	3	1	1476	1	-3	-4	94	/	-10
Cc1ccccc1-n1c(-c2csc3ccccc23)n[nH]c1=S	-6	1	4	1	1481	1	5	1	100	0.073	11
O=C1Cc2ccccc2C(c2ccccc2)N1 (centres undefined)	2	1	6	1	1565	-4	6	4	98	/	3
CCOc1ccc(C(=O)Nc2ccc3c(c2)OCO3)cc1OCC	-6	1	-3	0.9	1661	7	5	11	106	0.79	4
Nc1cc(=O)[nH]c(SCc2nnnn2-c2ccc(Cl)cc2)n1	3	0.9	0	1	1594	6	8	-1	104	/	0
CCn1c(NCc2ccccc2NS(=O)(=O)c2ccc(C)cc2)nc2ccccc21	-2	1	-13	1.1	1623	1	-1	-6	108	0.13	11
C=CCNc1nc(-c2cc3ccccc3o2)cs1	-94	1	20	1	1458	6	-4	2	80	/	7
COc1cccc(-c2cc(C(=O)N3CC4(C)CC3CC(C)(C)C4)no2)c1 (centres undefined)	4	1.1	-5	0.9	1634	6	-4	7	108	-0.23	7
COc1ccc(N/C=C/C(=O)c2sc(-c3ccccc3)nc2C)cc1	-7	0.9	20	0.7	1408	7	5	27	86	/	3
Cc1cc(=O)[nH]c(SC(C(=O)O)c2ccccc2)n1 (centres undefined)	-9	1.1	5	0.9	1463	4	-6	8	96	/	-8
COc1ccc2cc3cc(C(=O)Nc4ccc5c(c4)OCO5)oc3nc2c1	-6	1	32	1	1318	-3	-7	4	77	/	-1
CC(C)(C)c1cc(C(=O)N/N=C/c2ccc(O)cc2)n(-c2ccccc2)n1	-8	1	-5	0.9	1654	1	3	8	104	0.19	10
O=C(CSc1nnnn1-c1ccccc1)Nc1ccc(Cl)cn1	0	1	4	0.9	1650	4	8	15	100	-0.39	-2
COc1ccc(NC(=O)c2ccccc2-c2ccc(C(F)(F)F)cc2)cc1S(=O)(=O)N1CCOCC1	12	1.1	8	1	1467	0	1	0	101	-0.6	-6
O=C1c2ccccc2C(=O)N1OS(=O)(=O)c1ccccc1	-8	1	4	0.9	1372	-3	-6	6	100	0.4	-3
COc1ccc(C(=O)Oc2cc(N)n(S(=O)(=O)c3ccccc3)n2)cc1	-8	1	-5	1	1628	-5	1	-5	104	0.028	2
O=C(Cn1cnc2c(oc3ccccc32)c1=O)N1CCCc2ccccc21	-13	1	-13	1	1495	6	1	0	112	-0.84	1
CCOC(=O)c1sc(SCC(=O)Nc2ccc(N(C)C)cc2)nc1N	9	1	7	1	1539	-1	0	-4	98	/	14
COc1ccc(C2=NN(C(=O)CSc3ncccn3)C(c3cccc(OC)c3OC)C2)cc1 (centres undefined)	1	1.1	5	1	1605	3	2	-3	99	0.23	2
O=C(CCCCCn1c(=S)[nH]c2ccc(N3CCOCC3)cc2c1=O)NC1CCN(Cc2ccccc2)CC1	6	1	15	1.1	1397	-6	0	-9	96	-0.16	1
Cc1cc(C)nc(NS(=O)(=O)c2ccc(NC(=O)c3ccc4c(c3)OCCO4)cc2)n1	-1	1	-4	1	1371	6	0	-2	112	1.1	-10
CCS(=O)(=O)Nc1cccc(C2=NN(S(=O)(=O)c3ccc(C)cc3)C(c3ccco3)C2)c1 (centres undefined)	10	1	15	1	1774	3	4	2	96	-1.4	13
CCOC(=O)C1(C)/C(=N/Nc2ccccc2Cl)C(=O)C(=O)N1c1ccccc1 (centres undefined)	-10	0.9	-7	1	1515	2	5	-2	107	/	4
CC1C=CCC2C(=O)N(c3ccccc3OC(=O)c3ccco3)C(=O)C12 (centres undefined)	0	1	3	1.1	1473	8	4	-6	99	0.28	8

Reprinted at random: 7 entries already listed.
SMILES	STAT1 blocker	TNAP act hiacc	STAT3 inh	bIAP activator	TR-FRET SRC-2 ct	PPARg SRC2 recr	PPARg SRC-3 ag	bIAP inhibitor	STAT3 act	ROMK mod	PPARg SRC1 recr
O=C1c2ccccc2C(=O)N1OS(=O)(=O)c1ccccc1	-8	1	4	0.9	1372	-3	-6	6	100	0.4	-3
O=C1Cc2ccccc2C(c2ccccc2)N1 (centres undefined)	2	1	6	1	1565	-4	6	4	98	/	3
Cc1cc(=O)[nH]c(SC(C(=O)O)c2ccccc2)n1 (centres undefined)	-9	1.1	5	0.9	1463	4	-6	8	96	/	-8
O=C(Cn1cnc2c(oc3ccccc32)c1=O)N1CCCc2ccccc21	-13	1	-13	1	1495	6	1	0	112	-0.84	1
Cc1ccccc1-n1c(-c2csc3ccccc23)n[nH]c1=S	-6	1	4	1	1481	1	5	1	100	0.073	11
CCS(=O)(=O)Nc1cccc(C2=NN(S(=O)(=O)c3ccc(C)cc3)C(c3ccco3)C2)c1 (centres undefined)	10	1	15	1	1774	3	4	2	96	-1.4	13
COc1ccc(C(=O)NCc2c(CC(C)C)oc(C)c2C(=O)O)cc1	6	1	6	1	1569	6	9	-3	98	/	1
